# Assay outcomes from PubChem BioAssay.
# APJ ag – agonists of human APJ apelin receptor. CHO-K1 APJ PathHunter beta-arrestin, luminescence; 0% DMSO wells, 100% apelin. activation, % at 20 µM. actives 0.11% (n = 330,000). AID 2520;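 active means activation more than six SD over the plate average, tested at 20 µM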;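 further: 0% = DMSO alone and 100% = apelin-13 at 10 nM; some results filed as inactive read as strong as hits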
# Target sequence (P35414 whole entry, looked up): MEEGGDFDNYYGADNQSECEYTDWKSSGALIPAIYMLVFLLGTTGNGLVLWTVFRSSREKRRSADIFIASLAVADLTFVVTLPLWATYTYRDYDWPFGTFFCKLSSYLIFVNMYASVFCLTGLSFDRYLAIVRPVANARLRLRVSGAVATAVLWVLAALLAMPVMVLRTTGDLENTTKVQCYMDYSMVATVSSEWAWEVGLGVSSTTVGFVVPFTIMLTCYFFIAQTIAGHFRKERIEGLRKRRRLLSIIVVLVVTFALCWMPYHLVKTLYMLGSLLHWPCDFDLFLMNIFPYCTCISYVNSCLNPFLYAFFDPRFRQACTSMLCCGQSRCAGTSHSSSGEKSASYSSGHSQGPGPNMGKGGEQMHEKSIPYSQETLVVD
#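 assay system = CHO-K1 APJ beta-arrestin complementation cell line | input = cell density 1000 per well | dosing = compound 20 µM once, DMSO 1% | timing = compound 90 min 25 °C, reagent 1 h | measured by = luminescence from split beta-galactosidase complementation, Galacton Star/Emerald II substrate | read-out basis = APJ agonist activity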
# CHOP UPR activ – activators of apoptotic arm of unfolded protein response (CHOP); CHO-CHOP luciferase reporter, UPR activation, luminescence; percent of tunicamycin response over DMSO baseline; activation, % at 10 µM; actives 0.34% (n = 330,000); AID 449763;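 active means at 10 µM dose, activation of 40% or more, normalized to positive control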;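 further: 100% = tunicamycin at 10 µg/mL and 0% = DMSO alone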
#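 System: CHO CHOP reporter cells. Amount: 500 cells per well. Buffer or medium: F12 medium, 10% FBS. Compound dosing: one dose, 10 µM in 0.5% DMSO. Incubation: 6 h compound exposure at 37 °C after overnight seeding. Technique: Steady-Glo luciferase luminescence. Benchmarks: tunicamycin and DMSO controls.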
# EBI2 block – blocks human EBI2 receptor beta-arrestin signaling; P32249; EBI2 beta-arrestin recruitment, luminescence, 7a,25-OHC stimulated; inhibition, % at 5 µM; actives 0.81% (n = 360,000); AID 651636; in the data active means inhibition above about 38%;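 further: enzyme fragment complementation signal reports receptor beta-arrestin coupling in cells; 0% = agonist plus DMSO wells and 100% = wells without agonist; some results beyond the cut were filed as inactive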
# Mdm2-MdmX inh – inhibitors of human Mdm2/MdmX interaction; O15151+Q00987; SaOS-2 split-luciferase Mdm2/MdmX complementation, luminescence; inhibition, % at 8 µM; actives 3% (n = 330,000); AID 485346;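 active means inhibition of at least 50% at 8 µM in the primary screen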
# APJ antag – APJ receptor antagonism; P35414; CHO-K1 APJ beta-arrestin complementation, luminescence; inhibition, % at 20 µM; actives 0.32% (n = 330,000);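 active means inhibition above about 40% at 20 µM, limit read from the data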;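 further: cells challenged with 10 nM apelin-13 agonist together with compound; plate controls were apelin-13 plus DMSO wells for no effect and DMSO wells lacking apelin-13 for full effect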
# CXCR6 block – blocks human CXCR6 beta-arrestin recruitment; O00574; inhibition, % at 20 µM; CHO-K1 PathHunter CXCR6 beta-arrestin, luminescence; AID 602244; actives 0.36% (n = 360,000); in the data active means inhibition above about 34%, passing the limit was not always enough;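 further: antagonist mode with CXCL16 agonist at 10 nM final; 0% = 10 nM CXCL16 with DMSO and 100% = unstimulated wells without agonist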
# Target sequence (O00574 whole entry, looked up): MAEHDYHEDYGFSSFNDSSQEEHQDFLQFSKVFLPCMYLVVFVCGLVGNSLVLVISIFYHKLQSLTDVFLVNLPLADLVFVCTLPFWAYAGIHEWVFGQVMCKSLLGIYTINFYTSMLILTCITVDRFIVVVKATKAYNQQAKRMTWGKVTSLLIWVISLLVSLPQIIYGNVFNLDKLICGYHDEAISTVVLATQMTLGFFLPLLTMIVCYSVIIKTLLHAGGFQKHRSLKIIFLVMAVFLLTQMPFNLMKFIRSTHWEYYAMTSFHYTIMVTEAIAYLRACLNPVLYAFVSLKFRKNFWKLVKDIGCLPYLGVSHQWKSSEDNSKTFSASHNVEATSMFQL
# tim23-1 inh – tim23-1 yeast growth inhibition; S. cerevisiae tim23-1 growth, BacTiter-Glo luminescence, 24 h; inhibition, % at 20 µM; actives 1.3% (n = 330,000);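 active means growth inhibition of the mutant yeast at or above 50%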;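 further: temperature-sensitive mutant grown at 25 °C; plate controls were DMSO-treated mutant yeast for no effect and medium wells lacking yeast for full effect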
# CCR6 antagonist – CCR6 (human) receptor antagonism | CHO-K1 CCR6 PathHunter beta-arrestin, luminescence, CCL20-stimulated | P51684 | inhibition, % at 20 µM | actives 0.49% (n = 340,000);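 active means compounds whose inhibition of the agonist-driven luminescence signal at 20 µM reaches about 50%, limit read from the data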;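 further: cells stimulated with CCL20 at 14 nM final; plate controls were DMSO with CCL20 for no effect and DMSO without agonist for full effect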
# Target sequence (P51684 whole entry, looked up): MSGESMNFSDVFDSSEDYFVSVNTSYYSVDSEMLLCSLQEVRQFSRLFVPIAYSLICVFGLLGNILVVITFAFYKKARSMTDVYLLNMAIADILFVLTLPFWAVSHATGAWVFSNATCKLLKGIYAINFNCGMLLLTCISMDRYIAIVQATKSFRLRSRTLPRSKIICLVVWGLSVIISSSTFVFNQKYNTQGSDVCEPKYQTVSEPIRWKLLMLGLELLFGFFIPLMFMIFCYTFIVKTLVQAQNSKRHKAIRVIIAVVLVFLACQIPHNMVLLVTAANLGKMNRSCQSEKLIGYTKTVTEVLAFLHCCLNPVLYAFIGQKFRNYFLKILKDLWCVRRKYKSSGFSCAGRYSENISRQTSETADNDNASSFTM
# XBP1 UPR activ – activators of adaptive arm of unfolded protein response (XBP1); actives 0.33% (n = 330,000); CHO-XBP1 luciferase reporter, IRE1-XBP1 UPR activation, luminescence; percent of tunicamycin response, DMSO as zero; activation, % at 20 µM;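 active means versus positive control, 20 µM dose yields 30% or more activation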;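 further: 100% = tunicamycin at 10 µg/mL and 0% = DMSO only wells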
#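 Assay system: IRE1-XBP1 luciferase reporter CHO line. Input: 1000 cells/well. Buffer or medium: F12 with 10% serum. Doses: 20 µM, 1% DMSO. Times: overnight seeding at 37 °C, 6 h compound treatment at 37 °C. Technique: Steady-Glo luciferase glow luminescence, 10 min after reagent addition.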
# The depositor's hits bear a star; x = no result given. Not all compounds are listed. The share of hits here may be higher or lower than overall.
SMILES,APJ ag,CHOP UPR activ,EBI2 block,Mdm2-MdmX inh,APJ antag,CXCR6 block,tim23-1 inh,CCR6 antagonist,XBP1 UPR activ
CCOC(=O)C1=C(C)N(CCCCCC(=O)O)C(=O)NC1c1ccccc1OC(=O)c1cccs1 (stereo not given),-3,-0.3,x,14,-2,x,-7,11,2
Cc1ccc(S(=O)(=O)NCCC(=O)NCC(c2ccc(F)cc2)N2CCOCC2)cc1 (stereo not given),-1,1.0,-3,4,3,6,3,4,0
CCCSc1nsc(NC(=O)Nc2ccc(F)cc2F)n1,0,10,-3,87*,5,3,25,10,4
Cc1cc(C)c(S(=O)(=O)NCC(=O)NCc2ccco2)c(C)c1,0,0.2,2,-23,-23,7,7,-1,-2
CCOc1ccc(-c2nnc(SCc3nnc(-c4ccccc4)o3)n2-c2ccccc2F)cc1,-7,1.0,22,41,10,13,30,11,-3
CCc1ccc(C(=O)Cn2ccsc2=N)cc1,-3,3.6,1,-157,6,-5,22,-5,-5
O=C1Nc2c(ccc(Cl)c2Cl)C(=O)C1(F)c1ccccc1 (stereo not given),4,0.5,-9,-6,-11,-6,41,-8,-2
O=C(Nc1nc2ccc(S(=O)(=O)N3CCCCC3)cc2s1)C1CCCO1 (stereo not given),1,-0.6,1,4,-2,1,53*,-5,1
O=C(O)C1CC=C(Cl)CC1C(=O)NCC1OCCc2ccccc21 (stereo not given),-3,-1.9,-6,2,1,8,19,3,-4
CC(C)(C)c1ccc(/C=C(\C#N)C(=O)NCCN2CCOCC2)cc1,-1,0.8,12,17,-10,-13,43,-6,-1
CCN(CC)S(=O)(=O)c1ccc(C(=O)OC2CCCCC2CN(C)C)cc1 (stereo not given),2,0.6,-1,-15,0,4,7,-2,0
CCOC(=O)c1c(C)nc(C)c(C(=O)OCC)c1-c1ccc(O)c(OC)c1,-3,-0.6,-1,16,2,6,-17,2,-2
CC(C)CC(=O)Nc1ncc([N+](=O)[O-])s1,-2,4.3,-8,-34,13,12,32,12,1
CCOC(=O)C[C@H]1c2cc(F)ccc2S(=O)(=O)N1Cc1ccc(OC)cc1,-7,0.7,-5,32,12,-1,30,6,-1
COc1cccc(/C=N/NC(N)=S)c1OCc1cccc(Cl)c1,-4,0.2,9,28,1,4,20,17,1

# Shown with bars between the fields: entries from further up.
canonical_smiles | APJ ag | CHOP UPR activ | EBI2 block | Mdm2-MdmX inh | APJ antag | CXCR6 block | tim23-1 inh | CCR6 antagonist | XBP1 UPR activ
CCOC(=O)C1=C(C)N(CCCCCC(=O)O)C(=O)NC1c1ccccc1OC(=O)c1cccs1 (stereo not given) | -3 | -0.3 | x | 14 | -2 | x | -7 | 11 | 2
Cc1ccc(S(=O)(=O)NCCC(=O)NCC(c2ccc(F)cc2)N2CCOCC2)cc1 (stereo not given) | -1 | 1.0 | -3 | 4 | 3 | 6 | 3 | 4 | 0
CCCSc1nsc(NC(=O)Nc2ccc(F)cc2F)n1 | 0 | 10 | -3 | 87* | 5 | 3 | 25 | 10 | 4
Cc1cc(C)c(S(=O)(=O)NCC(=O)NCc2ccco2)c(C)c1 | 0 | 0.2 | 2 | -23 | -23 | 7 | 7 | -1 | -2
CCOc1ccc(-c2nnc(SCc3nnc(-c4ccccc4)o3)n2-c2ccccc2F)cc1 | -7 | 1.0 | 22 | 41 | 10 | 13 | 30 | 11 | -3
CCc1ccc(C(=O)Cn2ccsc2=N)cc1 | -3 | 3.6 | 1 | -157 | 6 | -5 | 22 | -5 | -5
O=C1Nc2c(ccc(Cl)c2Cl)C(=O)C1(F)c1ccccc1 (stereo not given) | 4 | 0.5 | -9 | -6 | -11 | -6 | 41 | -8 | -2
O=C(Nc1nc2ccc(S(=O)(=O)N3CCCCC3)cc2s1)C1CCCO1 (stereo not given) | 1 | -0.6 | 1 | 4 | -2 | 1 | 53* | -5 | 1
O=C(O)C1CC=C(Cl)CC1C(=O)NCC1OCCc2ccccc21 (stereo not given) | -3 | -1.9 | -6 | 2 | 1 | 8 | 19 | 3 | -4
CC(C)(C)c1ccc(/C=C(\C#N)C(=O)NCCN2CCOCC2)cc1 | -1 | 0.8 | 12 | 17 | -10 | -13 | 43 | -6 | -1
CCN(CC)S(=O)(=O)c1ccc(C(=O)OC2CCCCC2CN(C)C)cc1 (stereo not given) | 2 | 0.6 | -1 | -15 | 0 | 4 | 7 | -2 | 0
CCOC(=O)c1c(C)nc(C)c(C(=O)OCC)c1-c1ccc(O)c(OC)c1 | -3 | -0.6 | -1 | 16 | 2 | 6 | -17 | 2 | -2

# Continuation.
SMILES,APJ ag,CHOP UPR activ,EBI2 block,Mdm2-MdmX inh,APJ antag,CXCR6 block,tim23-1 inh,CCR6 antagonist,XBP1 UPR activ
Cc1ccc(/C=C/C2=NN(Cc3ccccc3)C(=O)CC2)cc1,4,0.4,-5,-9,7,-7,-2,-9,-2
Cc1noc(NS(=O)(=O)c2ccc(NC(=O)C(F)(F)C(F)(F)C(F)(F)F)cc2)c1C,-1,-0.1,-11,8,2,-1,9,0,-2
O=C(Nc1ccc2c(c1)CCC2)c1cccc(S(=O)(=O)N2CCN(c3ccc(F)cc3)CC2)c1,1,-1.2,-6,27,-7,5,18,6,-3
Nc1c(C(=O)Nc2ccc3c(c2)OCCO3)nnn1Cc1ccccc1Cl,13,4.5,21,-83,12,-11,66*,10,-1
CC(C)=CCOc1ccc2c(C)c(CC(=O)N3C[C@H]4C[C@@H](C3)c3cccc(=O)n3C4)c(=O)oc2c1C,-1,2.9,13,4,8,0,5,6,2
COc1cc2c(c(OC)c1OC)-c1c(cc3c(c1O)OCO3)C[C@@H](C)[C@@H](C)C2,-5,-0.1,8,31,7,8,38,14,-3
N#CCc1nc(C(c2ccccc2)c2ccccc2)no1,0,1.1,3,-23,11,3,31,16,-2
C1CCC(OCCN2CCN(CCOC3CCCCC3)CC2)CC1,-3,-1.6,0,15,11,6,-22,-7,-3
Cc1sc2ncnc(N3CCN(Cc4ccccc4)CC3)c2c1-c1ccccc1,-2,0.4,29,39,19,9,46,25,-1
O=S(=O)(NCCSc1nnc(-c2ccco2)n1-c1ccccc1)c1ccccc1,-4,-0.7,5,-3,-4,7,3,23,-2
CC(C)C(=O)NC(=S)/C=C1/N(C)c2ccccc2C1(C)C,-3,-0.6,-3,28,17,2,5,23,1
O=S(=O)(c1ccc(-c2ccon2)s1)N1CCOCC1,1,1.4,1,29,18,0,11,8,-3
O=C(NC(=S)Nc1ccccc1Cl)c1cncc(C#Cc2ccccc2)c1,-3,0.1,15,10,29,31,-23,46,-2
COc1cccc(-c2cc(N3C(=O)Nc4ccccc4N3O)n[nH]2)c1,-1,1.0,-4,9,-3,-9,14,3,3
N#CC(C#N)=Cc1cccn1-c1ccc(C(=O)O)cc1,-3,-1.9,22,25,0,-18,7,6,-3
Cc1ccccc1OCC(O)CN (stereo not given),-1,0.3,-4,11,7,-3,9,10,-1
COC(=O)c1ccc(NC(=S)NC2CCc3ccccc32)cc1 (stereo not given),0,-2.2,6,1,2,-21,11,8,-3
COc1ccccc1N(C)S(=O)(=O)c1ccc(Cl)c(C(=O)N2CCC2)c1,-6,0.1,-3,7,-34,-8,-6,-5,1
CCN(CCCNC(=O)CCn1c(=O)[nH]c2ccccc2c1=O)c1ccccc1,3,0.3,-4,1,8,-1,15,-9,-1
O=C(Nc1cccc(NC(=O)c2ccc(Cl)cc2Cl)c1)c1cccnc1,1,1.9,-4,21,20,1,16,13,5
C=CCCN(C(CC(C)C)C(=O)OC)S(=O)(=O)c1ccccc1Br (stereo not given),-1,-1.0,12,9,15,2,26,12,-1
Cc1ccc(S(=O)(=O)Cc2cccc(C(=O)N3CCOCC3)c2)cc1,-2,-1.4,0,-2,-6,2,15,-12,6
CCCNS(=O)(=O)c1ccc(OCC(=O)Nc2ccc3c(c2)OCCO3)cc1,0,-2.4,-2,1,6,6,29,7,0
CCOC(=O)C(CC)Sc1nc(N)c(NC(=O)c2ccc(OC)c(OC)c2)c(=O)[nH]1 (stereo not given),0,2.1,-6,10,12,-2,-5,2,-2
CC1Cc2ccccc2N1C(=O)CSc1nc2ccccc2o1 (stereo not given),-3,2.4,-8,-11,13,1,34,7,2
O=C(NCc1ccc(Cl)cc1)C(=O)N/N=C/c1ccc(Br)cc1,-3,-0.6,13,32,4,1,-15,17,-2
COc1cccc(/C=N/NC(=O)c2cc(-c3ccccn3)nc3ccccc23)c1O,-2,0.2,-3,76*,5,-4,25,40,-1
CC1(C)CC(=O)C2=C(C1)N(Cc1ccccc1)C(=O)C2(NC(=O)C(C)(C)C)C(F)(F)F (stereo not given),-1,1.1,2,20,-12,-4,20,2,-1
NC(=O)[C@@H]1CCCNc2c(I)cc([N+](=O)[O-])cc2C(=O)N[C@@H](CO)C(=O)NCC(=O)N1,-4,-1.3,x,-6,-71,x,2,9,-1
CC(C)(C)NC(=O)NC(=O)CSc1cccc(C(F)(F)F)c1,0,-1.5,3,20,8,-9,31,-3,-2
Cc1cc([N+](=O)[O-])ccc1-c1ccc(C2Nc3ccccc3C(=O)N2O)o1 (stereo not given),-4,0.8,2,41,-4,2,42,18,0
CC1(C)Cc2c(sc3nn[nH]c(=O)c23)CO1,2,-2.7,7,-6,7,-2,19,-1,-1
CCN(CC)S(=O)(=O)c1ccc(C(=O)OCCN2C(=O)c3cccc4c(N5CCOCC5)ccc(c34)C2=O)cc1,0,4.8,-4,-6,-9,-7,12,3,-2
CCC1(c2ccccc2)NC(=O)N(CC(=O)N(C)Cc2c(F)cccc2Cl)C1=O (stereo not given),1,2.2,-4,-4,9,6,12,15,-3
CCN(CC)S(=O)(=O)c1cccc(NC(=O)c2cc(=O)[nH]c3ccccc23)c1,-1,1.3,4,18,-9,-2,1,15,-4
CCOC(=O)c1sc2ccccc2c1NC(=O)c1coc2ccccc2c1=O,0,7.1,10,-1,-9,-6,44,0,8
N#CC(C#N)=C1NC(N)=C(C#N)C(c2ccccc2)=C1C#N,-1,0.2,-7,-13,-15,-12,-15,x,4
O=C(Nc1ccccc1C(=O)Nc1ccc2c(c1)OCO2)c1cccs1,1,-0.4,-22,21,7,5,7,-6,-1
COc1ccc(CNC(=O)CN(C(=O)c2csnn2)c2ccc(C(C)=O)cc2)cc1,-1,2.1,-10,-7,11,6,3,-3,-1
Cc1[nH]n(S(=O)(=O)c2ccccc2)c(=O)c1N=Nc1cccc(Cl)c1,-5,1.9,9,-17,28,6,13,26,-2
CCc1ccccc1NS(=O)(=O)c1ccc2[nH]cc(C(=O)NC3CCCC3)c(=O)c2c1,3,0.5,13,-4,-15,0,8,-1,-2
Cc1sc2ncnc(SCc3ccco3)c2c1C,-5,-1.3,5,32,3,-4,31,9,-2
CCOc1ccc(N(CC(=O)NCc2ccc(OC)cc2)S(=O)(=O)c2c(C)noc2C)cc1,-1,-0.7,6,-14,9,9,-6,-5,-1
